FadD28 binding: blocks FadD28 binding to the bisubstrate probe; fluorescence polarization; inhibition, % at 12.5 µM; hit rate 0.22% among 360,000; AID 588549; in the data active = inhibition above about 8.5%, passing the limit was not always enough; inconclusive = no clear call, values can overlap the other calls
BoNT F protease: BoNT F light chain protease inhibition; Multiplex microsphere protease cleavage assay, flow cytometry; inhibition, % at 10 µM; hit rate 0.22% among 360,000; AID 588497; in the data active = inhibition above about 35%, passing the limit was not always enough; inconclusive = no clear call, values can overlap the other calls; also: plate controls were buffer without enzyme for full effect and enzyme alone for no effect
Anthrax LF prot: inhibitors of Bacillus anthracis lethal factor protease. AID 588501. inhibition, % at 10 µM. hit rate 0.12% among 360,000. multiplex microsphere protease cleavage assay, LF. P15917; also: plate controls were buffer without enzyme for full effect and enzyme alone for no effect
Yp Topo-I inh: blocks Yersinia pestis topoisomerase I activity. Y. pestis Topo-I cleavage product accumulation, plate reader. activity, % at 10 µM. hit rate 0.064% among 360,000. AID 504884; in the data active = activity above about 50%, passing the limit was not always enough; inconclusive = no clear call, values can overlap the other calls; also: inactives centre near 2
CCHF vOTU inh: blocks the CCHF virus ovarian tumor domain protease; CCHFV vOTU protease, Pep-AMC fluorescence; hit rate 0.55% among 370,000; inhibition, % at 11.5 µM; in the data active = inhibition above about 30%; also: 0% = vehicle wells with enzyme and 100% = no enzyme wells
TcdB GH inh: TcdB glycohydrolase inhibition; P18177; TcdB glycohydrolase enzymatic assay, plate reader; inhibition, % at 9.99 µM; hit rate 0.24% among 350,000; in the data active = inhibition above about 10%
PfHsp40 yeast: compounds rescuing yeast from Plasmodium falciparum HSP40 toxicity | S. cerevisiae expressing PfHsp40, growth rescue, ATP luminescence | growth rescue, % at 12.5 µM | hit rate 0.68% among 340,000 | AID 504582; in the data active = growth rescue above about 28%, passing the limit was not always enough; inconclusive = no clear call, values can overlap the other calls;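 also: yeast W303a lacking pdr1 and pdr3 grown in galactose medium; growth measured after three days at 30 °C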
PrPC TRFRET: inhibitors of human cell surface prion protein PrPC | P04156 | TR-FRET read-out | inhibition, % at 13.8 µM | hit rate 0.43% among 370,000; in the data active = inhibition above about 24%; also: 0% = median of the test wells and 100% = reference compound wells
BoNT A protease: inhibitors of Botulinum neurotoxin A light chain protease; multiplex microsphere protease substrate cleavage, flow cytometry; inhibition, % at 10 µM; hit rate 0.17% among 360,000; AID 588499; also: plate controls were buffer without enzyme for full effect and enzyme alone for no effect
An asterisk follows results filed as active; ? = inconclusive; / = not tested or not shown; & = joins results of further samples. Rule as the data show it, unless noted: active = inhibition above about 30%; inconclusive = no clear call, values can overlap the other calls; inactive = below that. Outcome played no part in choosing rows; any-hit rate near 2.3%.

#	SMILES	FadD28 binding	BoNT F protease	Anthrax LF prot	Yp Topo-I inh	CCHF vOTU inh
1	COc1ccc(-c2c(C)c3cc(O)ccc3oc2=O)cc1OC	-2.1	-0.7	0.2	2.2	-5.9
2	O=C(Nc1ccccc1N1CCN(C(=O)c2ccc(Cl)cc2)CC1)c1cccc(F)c1	0.1	/	/	29.4	5.4
3	COc1ccc(Oc2coc3cc(OC(=O)/C=C/c4ccc(F)cc4)ccc3c2=O)cc1	0.7	0.5	-4.0	-7.0	-14.5
4	COc1ccc(S(=O)(=O)N2CCOCC2)cc1NC(=O)CSc1nnc2c(n1)[nH]c1ccccc12	-4.0	0.5	-1.9	-11.2	17.6
5	C[C@H]1CN([C@@H](C)CO)C(=O)CCCn2nncc2CO[C@H]1CN(C)C(=O)Oc1ccc2ccccc2c1	1.1	2.9	-1.4	34.0	-1.5
6	COc1ccc(/C=C/C(=O)N2CCN(S(=O)(=O)c3ccccc3)CC2)cc1OC	-2.6	-3.6	-0.7	16.6	7.3
7	CN(CCc1ccccc1)Cc1c[nH]c2ccccc12	-0.5	/	/	-5.0	2.4
8	COc1cccc(C(C)(O)c2nc(-c3ccccc3)cs2)c1 (configuration not stated)	-3.3	0.1	-1.5	6.6	6.8
9	COc1ccc(C2(C)NC(=O)N(CC(=O)NC3(C#N)CCCCC3)C2=O)cc1 (configuration not stated)	-1.4	-1.0	1.2	-1.3	7.9
10	CC(C)Oc1ccc(S(=O)(=O)N2CCOCC2)cc1NC(=O)CN1C(=O)NC2(CCCC2)C1=O	/	-4.0	0.2	-5.1	7.6
11	O=C(OCc1ccccc1)N1CCC2CC1c1cc(N3CCN(C(=S)NCCc4ccccc4)CC3)ccc12 (configuration not stated)	-2.8	-9.4	-5.8	/	16.0
12	CCCCN(C)S(=O)(=O)c1cc(Br)cc2c1N(C(=O)C1CC1)CC2	-6.8	-13.7	2.0	-7.4	/
13	COc1cc2c(cc1OC)C(c1cccc(Br)c1)CC(=O)N2 (configuration not stated)	-0.1	?	3.7	8.4	-12.7
14	N#C/C(=C\c1c[nH]c2ccccc12)C(N)=O	-2.7	?	-5.1	2.8	2.2
15	C=C1C(O)C[C@@H](C(C)C)N(CC(C)C)S1(=O)=O (some centres not stated)	-1.2	-4.4	0.9	13.5	0.3

#	TcdB GH inh	PfHsp40 yeast	PrPC TRFRET	BoNT A protease
1	0.4	1.0	-8.1	-2.0
2	3.0	-0.2	-4.3	/
3	1.2	-0.3	2.2	0.7
4	1.0	-1.4	0.3	0.1
5	2.1&-0.6&-2.2	/	-0.7	0.0
6	/	1.6	2.8	0.0
7	0.2	0.7	-0.9	/
8	1.2	/	-1.9	-0.2
9	-0.3	-0.3	1.4	0.3
10	3.6	-1.8	0.0	-1.2
11	-0.2	/	-9.8	-0.5
12	/	132.2*	/	-1.7
13	1.1	-1.0	10.4	?
14	0.2	0.7	-17.6	-13.5
15	2.7	3.5	6.7	-0.1

Three compounds already listed, arranged by heavy-atom count, high to low.
#	SMILES	FadD28 binding	BoNT F protease	Anthrax LF prot	Yp Topo-I inh	CCHF vOTU inh
4	COc1ccc(S(=O)(=O)N2CCOCC2)cc1NC(=O)CSc1nnc2c(n1)[nH]c1ccccc12	-4.0	0.5	-1.9	-11.2	17.6
1	COc1ccc(-c2c(C)c3cc(O)ccc3oc2=O)cc1OC	-2.1	-0.7	0.2	2.2	-5.9
13	COc1cc2c(cc1OC)C(c1cccc(Br)c1)CC(=O)N2 (configuration not stated)	-0.1	?	3.7	8.4	-12.7

#	TcdB GH inh	PfHsp40 yeast	PrPC TRFRET	BoNT A protease
4	1.0	-1.4	0.3	0.1
1	0.4	1.0	-8.1	-2.0
13	1.1	-1.0	10.4	?

The results go on:
#	SMILES	FadD28 binding	BoNT F protease	Anthrax LF prot	Yp Topo-I inh	CCHF vOTU inh
16	O=C(c1ccccc1)N1CCC(=O)N(C(CO)Cc2ccccc2)CC1 (configuration not stated)	-1.3	-4.1	2.0	6.3	3.5
17	CC(C)C(C)(NC(=O)c1cccn(Cc2ccc3c(c2)OC(F)(F)O3)c1=O)C(N)=O (configuration not stated)	-3.3	1.2	0.1	1.6	11.0
18	O=C(NCCN1CCN(c2ccccc2)CC1)c1cccc(Br)c1	-3.4	-0.5	-0.7	4.3	-17.3
19	Fc1ccc(CSc2nc3ccccc3[nH]2)cc1	-4.9	3.5	0.6	4.7	9.4
20	CC(=O)Nc1c(C)ccc(CNC(=O)COc2ccc(F)cc2)c1C	-1.1	-7.0	0.0	-4.3	-5.8
21	O=S(=O)(Nc1nc2ccccc2nc1Nc1ccc2c(c1)OCO2)c1ccccc1	-2.4	-18.5	-5.8	-2.2	6.4
22	O=C(NCc1ccco1)c1cccc(N2CCCC2=O)c1	-2.5	32.8	1.0	-1.1	-4.6
23	C=CCn1c(Cc2ccc(OCC)cc2)nnc1SCC(N)=O	-1.9	2.7	-2.2	3.8	2.5
24	O=C(NCc1ccccc1F)C1CCCN1S(=O)(=O)c1ccc(F)cc1 (configuration not stated)	0.4	15.5	2.9	-2.6	-11.1
25	COc1ccc(C=O)c2[nH]c3c(Cl)ncnc3c12	-3.3	26.0	11.0	-6.6	-3.9
26	COC(=O)Cc1n[nH]c(=O)c2ccccc12	-1.8	-6.1	-0.5	14.2	-2.4
27	O=C(c1ccc2c(c1)ncn2-c1ccc(F)cc1F)N1CCC2(CC1)OCCO2	-1.1	-2.7	-0.2	0.6	-11.5
28	O=C(N/N=C/c1ccco1)c1cccc(NC(=O)c2cccc(Cl)c2)c1	-4.5	5.3	-5.0	-1.2	-0.3
29	O=C(COC(=O)c1ccccc1)NCc1ccco1	0.5	-2.4	2.4	-4.4	-6.1
30	C(=C\c1ccccc1)/CNCC1CCCO1 (configuration not stated)	-3.7	-1.4	-5.2	-6.8	-8.8

#	TcdB GH inh	PfHsp40 yeast	PrPC TRFRET	BoNT A protease
16	1.5	-0.9	-5.0	-0.2
17	0.7	-1.8	-8.0	0.0
18	/	0.7	4.3	0.0
19	/	5.1	5.6	0.4
20	-0.1	-1.7	4.8	-0.3
21	/	3.5	3.7	-0.8
22	/	0.7	-0.3	3.0
23	/	-0.1	-3.0	0.5
24	0.9	0.5	3.6	3.4
25	0.6	0.3	-3.4	0.1
26	0.1	-1.3	2.2	0.3
27	-0.1	-2.0	-1.4	0.6
28	-11.9	-0.9	6.8	1.5
29	/	-1.4	-2.2	-0.2
30	-0.5	-0.7	1.4	-0.3

Of the compounds above, 2 contain a cyano group:
#	SMILES	FadD28 binding	BoNT F protease	Anthrax LF prot	Yp Topo-I inh	CCHF vOTU inh
9	COc1ccc(C2(C)NC(=O)N(CC(=O)NC3(C#N)CCCCC3)C2=O)cc1 (configuration not stated)	-1.4	-1.0	1.2	-1.3	7.9
14	N#C/C(=C\c1c[nH]c2ccccc12)C(N)=O	-2.7	?	-5.1	2.8	2.2

#	TcdB GH inh	PfHsp40 yeast	PrPC TRFRET	BoNT A protease
9	-0.3	-0.3	1.4	0.3
14	0.2	0.7	-17.6	-13.5

Next part.
#	SMILES	FadD28 binding	BoNT F protease	Anthrax LF prot	Yp Topo-I inh	CCHF vOTU inh
31	COc1ccccc1C1CC(=O)Nc2cc(C)c(C)cc21 (configuration not stated)	-0.2	-22.4	-10.0	4.7	-3.6
32	CSc1ccc(/C=C(\NC(=O)c2ccccc2)C(=O)NCCN2CCOCC2)cc1	-4.2	-9.1	10.4	-5.4	13.5
33	O=[N+]([O-])c1ccc(N2CCCC(C(F)(F)F)C2)c2ccncc12 (configuration not stated)	0.3	20.5	-5.3	-8.4	13.2
34	COc1ccc(N(CC(=O)N2CCc3ccccc32)S(=O)(=O)c2c(C)n[nH]c2C)cc1	-2.2	12.4	-23.3	11.0	-6.4
35	CN=CC1=C(O)C(C(=O)OC)C(C)(C)CC1=O (configuration not stated)	-2.8	-7.6	-0.4	-7.8	-9.2
36	COc1ccc(Cl)cc1NC(=O)NC(C)C	-3.0	1.5	-1.2	-1.3	3.3
37	CC1(C)CC(=O)C(C2C3=C(CC(C)(C)CC3=O)Oc3ccccc32)C(=O)C1 (configuration not stated)	-1.7	-4.6	-0.9	-0.8	6.8
38	O=C(c1ccc(NS(=O)(=O)c2cccc([N+](=O)[O-])c2)cc1)N1CCCCCC1	-2.0	2.2	1.1	0.4	1.9
39	COc1cccc(C#Cc2cnc3c(c2)C(=O)N([C@@H](C)CO)C[C@H](C)[C@H](CN(C)C(=O)C2CCC2)O3)c1	-0.7	-6.5	-1.0	-0.1	8.9
40	CCC(C)c1ccccc1N1CC(C(=O)N2CCN(S(=O)(=O)c3ccccc3Br)CC2)CC1=O (configuration not stated)	-3.1	?	?	19.7	7.5
41	Cn1c(SCc2nc3ccccc3c(=O)[nH]2)nc2ccccc21	-2.9	-8.0	1.8	-1.4	-12.7
42	O=C1CSc2ccc(S(=O)(=O)NCc3ccccc3Cl)cc2N1	-2.3	-2.9	0.2	7.0	11.9
43	CCCCn1c(N)c(N(CC(C)C)C(=O)CSc2nnc(C)n2-c2ccccc2)c(=O)[nH]c1=O	-2.6	-1.4	-3.8	4.6	19.6
44	Cc1ccc(C(=O)NCC(=O)N(C)Cc2cccc(F)c2)s1	-0.6	6.0	?	1.9	-8.6
45	Oc1ccc2ccccc2c1/C=N/Nc1ccccc1	-1.5	-2.0	0.0	-17.6	8.1

#	TcdB GH inh	PfHsp40 yeast	PrPC TRFRET	BoNT A protease
31	0.9	-2.0	2.6	-2.9
32	-3.8	-2.1	-7.0	-3.5
33	0.6	4.1	-16.8	22.7
34	/	-1.5	6.0	?
35	0.9	-0.8	5.2	0.2
36	-2.5	2.7	7.3	-0.4
37	6.3	0.5	-13.0	0.1
38	0.7	-3.2	-3.9	1.5
39	2.4&0.7&-0.5	/	0.9	0.1
40	0.0	0.6	-1.3	-5.8
41	0.8	0.4	-8.1	-1.4
42	0.6	-0.6	3.1	0.0
43	3.3	-0.5	1.4	-0.1
44	0.7	-1.1	-4.0	3.4
45	/	-0.3	11.0	2.3

The results go on.
#	SMILES	FadD28 binding	BoNT F protease	Anthrax LF prot	Yp Topo-I inh	CCHF vOTU inh
46	COc1ccc(CCNC(=O)COc2ccc3c(C)cc(=O)oc3c2)cc1OC	-3.9	-1.8	2.4	6.5	0.3
47	Cc1ccc(S(=O)(=O)Nc2ccc3c(c2)CCC3)cc1	-4.6	-8.2	-5.2	-2.2	11.4
48	Cc1ccc(CN2CC(C(=O)Nc3ncc(C)s3)CC2=O)cc1 (configuration not stated)	-3.1	3.6	2.2	-6.7	-14.7
49	CCOC(=O)C1(Cc2cccc(F)c2)CCN(C(=O)Cn2cnnn2)CC1	-0.4	0.5	0.2	3.2	0.4
50	CCOC(=O)[C@H]1[C@H]2COc3ccc(C)cc3[C@@H]2N2C(=O)c3ccc(C)cc3NC(=O)[C@@]12C	-3.4	-6.2	-1.2	2.4	4.0
51	CC(=O)Nc1ccccc1-c1nc2ccccc2nc1OCC(=O)c1ccc(Cl)cc1	-4.2	3.9	-0.7	-8.7	-1.7
52	CCCc1cc(Nc2ccc(C)cc2)n2ncnc2n1	1.8	?	9.3	16.1	5.3
53	O=C(Cc1ccc(Cl)cc1)N/N=C/c1c(Cl)cccc1Cl	-2.2	-0.7	0.1	-1.7	-2.4
54	COc1ccc(C(=O)NCC(=O)N/N=C/c2c(C)[nH]c3ccccc23)cc1	-1.6	-0.9	0.4	-13.7	21.7
55	O=C(O)CCN1C(=O)c2ccncc2C1=O	-0.4	2.3	-0.6	1.0	-10.8
56	COc1ccc(NC(=O)Nc2cccc3c2O[C@H](CN(C)Cc2ccc(-c4ccccc4)cc2)[C@@H](C)CN([C@H](C)CO)C3=O)cc1	-1.0	-2.2	-7.1	10.6	-7.2

#	TcdB GH inh	PfHsp40 yeast	PrPC TRFRET	BoNT A protease
46	1.5	0.8	-3.4	0.0
47	/	6.7	3.0	-0.1
48	0.0	0.0	13.1	-1.9
49	0.4	2.0	2.3	-0.6
50	-0.8	-0.4	-0.4	-1.1
51	/	0.9	3.1	0.0
52	0.5	1.0	-6.7	-2.8
53	/	0.2	0.7	0.5
54	0.9	-1.8	-1.6	0.6
55	/	0.5	6.2	2.5
56	-6.4&2.6	0.1	1.4	0.4

Assay outcomes as filed in PubChem.
